Assay outcomes from PubChem BioAssay.
EPAC2 agonist: agonists of human EPAC2 (RAPGEF4). EPAC2 activation, biochemical qHTS; response scale: 100% = 6.5 mM cAMP response. Potency, µM (series often up to 154 µM), for the others: at the highest dose activation, most hits filed as activators. actives 0.079% (n = 360,000); also: potency is read from the fitted curve at half-maximal effect; nearly all actives have a fitted effect of over 50% in size
Target sequence (Q8WZA2 whole entry, looked up): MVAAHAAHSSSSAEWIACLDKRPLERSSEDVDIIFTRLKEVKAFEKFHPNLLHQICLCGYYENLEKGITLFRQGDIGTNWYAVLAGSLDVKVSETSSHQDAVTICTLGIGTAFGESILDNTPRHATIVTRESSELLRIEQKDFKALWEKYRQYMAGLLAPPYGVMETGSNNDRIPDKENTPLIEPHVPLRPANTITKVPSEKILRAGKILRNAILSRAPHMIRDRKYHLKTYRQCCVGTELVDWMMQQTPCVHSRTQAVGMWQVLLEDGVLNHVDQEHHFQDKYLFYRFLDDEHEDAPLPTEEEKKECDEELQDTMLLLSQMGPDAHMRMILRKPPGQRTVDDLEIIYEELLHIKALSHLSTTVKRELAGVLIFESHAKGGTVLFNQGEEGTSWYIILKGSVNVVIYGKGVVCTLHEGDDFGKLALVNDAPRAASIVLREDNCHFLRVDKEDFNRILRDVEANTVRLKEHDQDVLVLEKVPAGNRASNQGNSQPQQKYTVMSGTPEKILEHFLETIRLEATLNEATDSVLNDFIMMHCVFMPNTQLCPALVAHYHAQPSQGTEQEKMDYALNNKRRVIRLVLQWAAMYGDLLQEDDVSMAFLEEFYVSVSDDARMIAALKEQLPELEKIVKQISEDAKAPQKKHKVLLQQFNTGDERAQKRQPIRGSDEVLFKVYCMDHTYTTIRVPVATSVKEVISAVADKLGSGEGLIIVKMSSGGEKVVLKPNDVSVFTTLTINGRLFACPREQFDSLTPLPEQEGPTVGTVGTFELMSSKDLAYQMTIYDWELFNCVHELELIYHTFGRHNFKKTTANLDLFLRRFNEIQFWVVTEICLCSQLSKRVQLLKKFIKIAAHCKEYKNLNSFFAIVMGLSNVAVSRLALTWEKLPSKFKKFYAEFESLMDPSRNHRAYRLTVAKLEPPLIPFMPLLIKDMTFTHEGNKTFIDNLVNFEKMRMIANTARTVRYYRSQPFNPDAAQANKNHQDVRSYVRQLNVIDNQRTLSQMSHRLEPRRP
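Readout is BODIPY fluorescence (480 nm excitation, 540 nm emission), which falls as labeled GDP is exchanged off Rap1B. EPAC2 at 100 nM acted on 250 nM RAP1B-BODIPY-GDP with 50 uM GDP present.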
A549 tox: A549 cytotoxicity, counter-screen for Nrf2 inhibitors. A549 ARE-Fluc cells, CellTiter-Fluor viability, 18-24 h. Potency, µM (titrated, usually from 46 µM), for the others: top-dose activity change, negative = cytotoxicity, hits mostly inhibitors. actives 0.16% (n = 390,000); also: potency is read from the fitted curve at half-maximal effect; % is scaled to controls: 0 for no effect and ±100 for the full control effect
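A549 ARE-Fluc cells in 5% FBS OPTI-MEM, 5000 cells/well, rested 2 h then exposed to compounds in concentration-response for 18-24 h at 37 °C. Viability by CellTiter-Fluor fluorescence (Ex 405/Em 525) after 30 min; luciferase luminescence (BugLite, 15 min, RT) read afterwards.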
CCT modulator: modulators of cytosolic chaperonin (CCT/TRiC) activity; AID 651819; actives 0.3% (n = 360,000); purified chaperonin ATPase assay, HTRF ADP detection, 30 min; activity change, % (test concentration not listed), hits read low; in the data active = activity change below about -30%; also: % is scaled to controls: 0 for no effect and ±100 for the full control effect
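TRiC (40 or 20 nM final, by batch activity) in 30 mM Tris pH 7.4, 100 mM KCl, 5 mM MgCl2, 1 mM DTT was treated with compound at 76 uM single dose, then 10 uM ATP, 30 min at 37 °C. ADP was read by HTRF Transcreener.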
TGFb SMAD3 inh: blocks TGF-b signaling | HepG2 CAGA-GFP TGF-b/SMAD3 reporter, GFP fluorescence, 18 h; TGF-beta stimulated, 500 pg/mL final | Potency, µM (titrated, usually from 46.1 µM), inactives show at the top dose activity, negative = inhibition, usual class: inhibitors | actives 1.2% (n = 410,000) | AID 588855; also: potency is read from the fitted curve at half-maximal effect; % is scaled to controls: 0 for no effect and ±100 for the full control effect; nearly all actives have a fitted effect of over 65% in size
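Read-out: total well GFP (ex488/em500-530) summed from mean per-cell fluorescence. Cells: HEPG2 CAGA-GFP, 1% FBS DMEM, 18 h at 37 degrees C with 500 pg/mL final TGF-beta. Unstimulated wells served as the full-inhibition control; stimulated DMSO wells = 0%.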
pAkt inh: blocks phosphorylation of Akt; Neuro2A IGF-stimulated pAkt S473 HTRF, 20 min; active compounds read low; actives 0.32% (n = 360,000); AID 651550; activity change, % for hits at 50 µM; in the data active = activity change below about -80%; inconclusive = mostly about -51% to -80%; also: % is scaled to controls: 0 for no effect and ±100 for the full control effect
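Single-point screen (50 µM final compound) in Neuro2A cells stimulated 20 min with 6 nM IGF at 37 deg C. After lysis, Ser473-phosphorylated Akt read by HTRF (ex 330 nm, em 615/665 nm) as the 665/615 ratio.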
Mm-Cpn inhibitor: M. maripaludis TRiC chaperonin inhibition | purified Mm-Cpn ATPase, ADP Transcreener TR-FRET | Potency, µM (titrated, usually from 76.9 µM), for the others: at the highest dose activity, negative = inhibition, hits mostly inhibitors | actives 0.031% (n = 330,000) | AID 504842; also: potency is read from the fitted curve at half-maximal effect; % is scaled to controls: 0 for no effect and ±100 for the full control effect; nearly all actives have a fitted effect of over 80% in size
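TR-FRET (320 nm excitation; 590 and 665 nm emission) reports ADP made from 10 uM ATP by 25 nM enzyme; compounds were preincubated 10 min, reaction run 30 min, both at 37°C.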
Nrf2 inh: inhibitors of Nrf2 signaling; A549 ARE-Fluc reporter, luciferase luminescence, 18-24 h; Potency, µM (series often up to 46 µM), for the others: top-dose activity change, negative = inhibition, actives largely listed as inhibitors; actives 2.1% (n = 360,000); AID 504444; also: potency is read from the fitted curve at half-maximal effect; % is scaled to controls: 0 for no effect and ±100 for the full control effect; nearly all actives have a fitted effect of over 60% in size
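Cells were seeded and rested 2 h, then exposed to compounds for 18-24 h. CellTiter-Fluor was read first as a viability measure. BugLite was added 15 min before the final luminescent read of ARE-luciferase activity in A549 cells.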
EPAC2 antag: antagonists of human EPAC2 | Q8WZA2 | EPAC2 GEF exchange of Rap1B-BODIPY-GDP, fluorescence | Potency, µM (doses to about 114 µM), for inactives: at the top dose activity, negative = inhibition, most hits filed as inhibitors | actives 0.18% (n = 360,000) | AID 720708; also: potency is read from the fitted curve at half-maximal effect; % is scaled to controls: 0 for no effect and ±100 for the full control effect; nearly all actives have a fitted effect of over 45% in size; many of its hits are not listed in these tables
Nrf2 ARE act: activates Nrf2 signaling; AREc32 ARE-luciferase reporter (MCF7-derived line), luminescence, 24 h; Potency, µM (highest dose often 46.1 µM), inactives show at the highest dose activation, hits mostly activators; actives 0.31% (n = 410,000); AID 624171; also: potency is read from the fitted curve at half-maximal effect; % of control where 0% means no effect; nearly all actives have a fitted effect of over 65% in size
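Luminescent ARE reporter assay in AREc32_Fluc cells: overnight plating at 37 deg C, 24 hr compound incubation, Steady-Glo added, 30 min RT before reading.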
The depositor's hits bear a star; i = inactive; ? = inconclusive; . = no result given; [ ] = dose if it differs, or a comment. Unless noted, calls follow the shape of the dose curve; as a rule, active = well fitted curve in the direction sought with a large enough effect; inconclusive = small, poorly fitted or top-dose-only effect, or another doubt; inactive = no such curve, though single readings can be large; an effect the other way counts as inactive or inconclusive.

SMILES | EPAC2 agonist | A549 tox | CCT modulator | TGFb SMAD3 inh | pAkt inh | Mm-Cpn inhibitor | Nrf2 inh | EPAC2 antag | Nrf2 ARE act
CC(=O)c1c(C)[nH]c(C(=O)Nc2nc(-c3ccc(Cl)cc3)cs2)c1C | 11.4% | 1.3% | -2.6 | -0.8% | i | 0.9% | ? | -7.6% | 0.7%
O=C(C(=O)N(Cc1ccccc1)Cc1ccccc1)c1c(-c2ccccc2)[nH]c2ccccc12 | -0.7% | -21.1% | -4.5 | -12.1% | i | . | ? | -18.5% | 0.3%
COc1ccc(NS(=O)(=O)c2cc(NC(=O)/C=C/c3ccccc3OC)ccc2N2CCCCC2)cc1 | 18.2% | 15.0% | 0.1 | -0.7% | i | -1.0% | ? | -15.4% | 0.3%
COC(=O)c1c(NC(=O)C(C)(C)C)sc2c1C(C(=O)OC)CC2 (stereo not given) | -0.4% | -9.8% | 1.9 | 4.5% | i | -3.0% | -15.5% | 5.0% | 0.5%
O=C1[C@H](Cc2ccccc2)NCCCC[C@@H](c2ccc(Cl)cc2)N1Cc1ccccc1 | -6.0% | 14.2% | -1.4 | ? | i | . | 10.8% | -26.0% | 0.5%
O=C(CSc1nnc(-c2cccs2)o1)NCC1CN(Cc2ccccc2)CCO1 (stereo not given) | 5.0% | 6.3% | -0.4 | -15.6% | i | -1.8% | 4.6% | -0.1% | -0.8%
CCOc1cc(OCC)cc(C(=O)N2CCC[C@@H]2C(=O)N2CCC[C@@H]2C(=O)NCc2ccccc2Cl)c1 | -0.7% | . | 1.2 | . | i | . | . | -4.4% | -0.6%
CCOc1ccc(NC(=O)CN(C)C(=O)c2cc([N+](=O)[O-])ccc2N2CCCCC2)cc1OCC | -1.0% | -18.4% | -1.8 | 12.1% | i | -0.2% | 3.3% | -1.3% | -0.4%
Cc1ccccc1Cn1cc(NC(=O)c2cc3nc(-c4ccco4)cc(C(F)(F)F)n3n2)cn1 | 4.0% | -2.4% | -2.6 | -9.4% | i | 0.8% | ? | 16.6% | -0.4%
Clc1cccc(CSc2ccc(-c3ccco3)nn2)c1 | 12.6% | 10.1% | -4.8 | 3.1% | i | 1.3% | 1.3% | -0.9% | 13.7%
CCCc1cc(-c2nc(N)ncc2-c2ccc3c(c2)OCCCO3)c(O)cc1OC | -2.8% | -17.5% | 1.2 | ? | i | 0.4% | ? | -8.1% | -2.2%
N#Cc1ccc(C(=O)Nc2nnc(-c3ccccn3)o2)cc1 | 18.1% | 4.3% | -0.9 | -15.9% | i | -0.6% | 11.4% | -1.8% | 4.1%
Cc1ccccc1C(=O)Nc1nnc(-c2ccco2)o1 | 2.7% | -12.2% | -0.4 | -1.7% | i | 0.5% | ? | 16.6% | 0.8%
CCOc1cc(C(=O)OCC(=O)Nc2c(C)cccc2C)ccc1OCC(=O)N1CCOCC1 | -2.1% | -4.9% | 2.2 | -5.7% | i | 0.9% | 8.3% | 0.5%[57.1 µM] | 0.2%
COC(=O)[C@]1(C)N[C@H](CN(C)C(=O)Nc2ccc(OC)cc2)[C@@H]2C(=O)N(C)C(=O)[C@@H]21 | 3.6% | 7.0% | -6.2 | -2.3% | i | 0.9% | 20.8% | 2.8% | 0.4%
Cc1c(C(=O)OC(C)C(C)C[N+](C)(C)C)oc2ccccc12 (stereo not given) | -2.8% | -9.8% | -1.2 | ? | i | -1.6% | -16.7% | -0.5% | 0.2%
CN1CCN(CCC(=O)Nc2ccc(Cl)cc2)CC1 | . | -4.7% | . | 2.7% | . | . | 3.2% | . | 0.5%
O=C(O)CSc1nc2ccccc2c(=O)[nH]1 | -4.3% | -3.3% | 2.9 | 11.4% | i | -0.2% | 6.8% | 9.8% | -0.7%
Cc1cccc(C)c1Nc1c(-c2ccc(N3CCOCC3)cc2)nc2cnccn12 | 11.2% | 1.0% | -1.8 | -5.5% | i | -3.3% | -20.6% | -15.2% | 3.1%
O=C(CC1SC(=O)N(c2ccccc2)C1=O)Nc1ccc(Cl)cc1 (stereo not given) | 4.4% | -9.2% | -3.5 | -4.1% | i | 2.3% | 15.1% | 1.8% | 1.9%
Cc1nn(-c2nc(-c3ccccc3)cc(C(F)(F)F)n2)c(C)c1Cl | . | 13.2% | . | ? | . | . | -27.4% | . | 5.5%
Cc1nc(NC(=O)c2ccc(Br)o2)sc1C | -5.4% | -3.2% | -1.4 | -0.9% | i | -0.7% | 22.6% | -1.3% | ?
COc1ccc(NC(=O)COC(=O)CN2C(=O)NC(C)(C)C2=O)cc1 | 4.5% | -12.5% | -3.5 | -11.7% | i | -1.5% | 9.7% | 9.2% | 0.2%
Cc1c(C(c2ccccc2)c2c(C)n(C)n(-c3ccccc3)c2=O)c(=O)n(-c2ccccc2)n1C | 13.2% | -15.0% | -1.6 | -5.5% | i | -1.3% | ? | 8.2% | 0.2%
O=C(/C=C/c1ccc(OC(F)F)cc1)OCC(=O)N1CCC(c2ccccc2)=N1 | 3.2% | -5.4% | 1.1 | -12.3% | i | 0.5% | -12.8% | -11.8% | 0.4%

Only Mm-Cpn inhibitor and TGFb SMAD3 inh, for some of the entries so far:
canonical_smiles	Mm-Cpn inhibitor	TGFb SMAD3 inh
N#Cc1ccc(C(=O)Nc2nnc(-c3ccccn3)o2)cc1	-0.6%	-15.9%
Cc1ccccc1C(=O)Nc1nnc(-c2ccco2)o1	0.5%	-1.7%

The listing continues:
SMILES | EPAC2 agonist | A549 tox | CCT modulator | TGFb SMAD3 inh | pAkt inh | Mm-Cpn inhibitor | Nrf2 inh | EPAC2 antag | Nrf2 ARE act
CCCS(=O)(=O)N1CCC(C(=O)N2CCOCC2)CC1 | 0.0%[15.6 µM] | 3.9% | -4.1 | -21.5% | . | 0.5% | -1.9% | 8.8% | 0.0%
O=c1cc(NCC2CCCO2)[nH]c(=O)n1-c1ccc(Cl)cc1 (stereo not given) | 10.1% | 9.8% | 0.9 | 2.4% | i | 0.6% | -4.7% | -1.4% | 0.3%
NS(=O)(=O)c1ccc(CCNCC(=O)NCc2ccccc2Cl)cc1 | 4.4% | 0.2% | 0.1 | 13.8% | i | -1.8% | -33.8% | 6.2% | 0.2%
CC(C)NC(=O)c1noc2cc([N+](=O)[O-])ccc12 | -0.6% | 9.4% | 1.9 | -3.3% | i | 0.2% | 17.4% | -11.0%[57.1 µM] | -0.3%
CN1C[C@@H]2[C@@H]3C(=O)N(Cc4ccccc4)C(=O)[C@@H]3[C@](Cc3ccccc3)(C1=O)N2C(=O)c1ccc(Cl)c(Cl)c1 | 8.3% | -8.1% | 0.0 | ? | i | . | ? | 1.2% | -0.2%
CC(C)CCc1noc(CN2CCC(CCN3CCCC3=O)CC2)n1 | 5.3% | 3.3% | 0.4 | -6.3% | i | -1.6%[15.4 µM] | 4.8% | 10.3% | 0.9%
NNC(=O)c1cn2ccccc2n1 | -10.1% | 0.0% | -0.2 | -12.7% | i | 0.2% | 15.9% | 6.8% | 2.1%
O=C1c2oc3ccccc3c(=O)c2C(c2ccccc2F)N1Cc1ccc2c(c1)OCO2 (stereo not given) | . | 0.0% | . | 4.9% | . | . | 14.8% | . | -0.5%
O=C(NN=C1CCCC1)c1ccc(Br)cc1 | 4.8% | 1.6% | 1.8 | 3.6% | i | ? | 1.9% | 3.3% | 2.9%
Cc1oc2ccc(O)c(CN3CCOCC3)c2c1C(=O)c1ccc(Cl)cc1 | 12.6% | -2.2% | -2.3 | ? | i | -0.6% | ? | -20.4% | -0.3%
O=C(NCc1cnc2ccccn12)C1CCC(=O)N(Cc2ccccc2F)C1 (stereo not given) | 1.2% | -4.3% | 1.0 | ? | i | -3.7% | 20.3% | 7.3% | 0.1%
COc1ccc(N(CC(=O)N2CCOCC2)S(C)(=O)=O)cc1OC | 1.5% | -0.2% | -3.5 | 4.5% | i | -0.3% | -8.7% | 7.9% | 0.3%
COc1ccc(OCCn2cncn2)cc1 | -6.3% | 9.4% | 0.5 | 3.5% | i | -6.2% | 21.5% | -6.6% | 0.1%
N#Cc1ccc(NC(=O)COC(=O)c2ccc(F)c(S(=O)(=O)N3CCOCC3)c2)cc1 | 9.8% | -2.8% | 1.6 | 8.9% | i | 1.8% | 15.8% | -2.6% | -0.4%
Cc1ccc2nc(-c3ccc(NC(=O)CN(c4ccccc4C)S(C)(=O)=O)cc3)sc2c1 | 2.2% | ? | -3.9 | -7.0% | -107.3%* | ? | . | -3.9% | 10.2%
Nc1nnnn1/N=C\c1ccc(Cl)c([N+](=O)[O-])c1 | 7.5% | -7.2% | 0.4 | -18.6% | i | 0.3% | 5.5% | -4.0% | 22.4%
Cc1ccc(Cc2c(-c3cccc(Br)c3)nc3c(Cl)cc(C(F)(F)F)cn23)cc1 | 14.7% | . | 0.7 | . | i | . | . | 4.7% | 4.9%
CN(C)CCN1CCN(c2cc(-c3cccc(Cl)c3)nc3ccnn23)CC1 | 10.0% | . | 1.1 | 53.8%[activator] | i | . | . | 8.0% | 1.0%
O=C(NCc1ccccc1)c1ccc(S(=O)(=O)NCc2ccco2)cc1 | 1.4% | -3.4% | -0.6 | 10.3% | i | -1.5% | 1.2% | 13.0% | 0.2%
CC[C@@H]1C/C=C\Cc2ccccc2[C@@H](C(=O)C[C@@H](O)CC(C)=O)OC1=O | 5.2% | -2.4% | 1.1 | -19.8% | i | 0.7% | 0.0% | -1.9% | -0.3%
CC(=O)Nc1ccc(NC(=O)CSc2nnc3ccc(-c4ccccn4)nn23)cc1 | 14.7% | 5.3% | -1.7 | -6.7% | i | 0.3% | -8.1% | 0.4% | -0.7%

An excerpt, so the mix of outcomes need not match the whole.
